High-throughput results (PubChem)
GIRK2 act: Activators of human GIRK2-containing channels | activation (% efficacy), % for hits at 37.5 µM | HEK293 GIRK2/NPY4 cells, thallium flux fluorescence | 34,000 tested, under 10 active | P48051;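 active means primary screen hit, no activity in plain HEK293 cells, and in GIRK2-only cells above 5% efficacy rising with concentration; inactive means the rest, including fluorescent compounds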;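 further: efficacy is normalized control-subtracted fluorescence 15 s after thallium addition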
Target sequence (P48051 whole entry, looked up): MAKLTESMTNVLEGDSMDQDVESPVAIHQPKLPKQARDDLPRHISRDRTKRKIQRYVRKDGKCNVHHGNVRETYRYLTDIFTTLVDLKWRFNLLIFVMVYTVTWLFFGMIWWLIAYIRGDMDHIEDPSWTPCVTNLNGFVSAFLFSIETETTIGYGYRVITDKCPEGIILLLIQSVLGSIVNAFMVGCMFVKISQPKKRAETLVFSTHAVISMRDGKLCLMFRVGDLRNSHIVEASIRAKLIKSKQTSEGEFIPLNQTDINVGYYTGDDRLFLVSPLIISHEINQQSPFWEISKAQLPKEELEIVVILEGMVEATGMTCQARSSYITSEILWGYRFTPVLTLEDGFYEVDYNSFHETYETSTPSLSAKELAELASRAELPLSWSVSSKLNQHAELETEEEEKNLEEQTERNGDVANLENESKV
Calls only; i = inactive. Some of the compounds tested; count on the stated rates, not on these rows.

SMILES | GIRK2 act
O=C(CS(=O)(=O)c1c[nH]c2ccccc12)NC1CCCCC1 | i
Cc1ccc(N2CC(N)CC2=O)cc1C (stereo not given) | i
O=S(=O)(c1ccc(F)c(Cl)c1)N1CCC(c2cccs2)CC1 | i
COc1ccc(OC)c(S(=O)(=O)N2CCC3(CC2)NC(=O)NC3=O)c1 | i
Cc1ccc(CNC(=O)c2snc(C(=O)N3CCCC3)c2N)o1 | i
CC(C)C(=O)N1CCCc2ccc(NC(=O)Nc3ccc4c(c3)OCO4)cc21 | i
COc1cccc(N2CC(c3nc4ccccc4n3CC(O)COc3ccc(C)cc3)CC2=O)c1 (stereo not given) | i
CCCNC(=O)Cn1nc2c(c1NC(=O)CSc1ccncc1)CSC2 | i
COc1cc(NS(=O)(=O)c2ccccc2)ccc1N1CCCCC1=O | i
Cc1ccsc1-c1nnc(CC(=O)NCc2cc(F)cc(F)c2)o1 | i
CSc1nc2ccc3nc(Nc4nc5c(S(C)(=O)=O)cccc5s4)sc3c2s1 | i
COc1ccc(-c2cc(=O)n(CC(=O)Nc3ccc(OC(F)(F)F)cc3)cn2)cc1 | i
CC(C)(CC(=O)NCCCc1ccccc1)CC1=NS(=O)(=O)c2ccccc2N1 | i
O=C(Nc1ccc2c(c1)OCCO2)c1ccc(=O)n(Cc2ccccc2Cl)c1 | i
Cc1cc(SCC(=O)N2CCCC2)nc(SCC(=O)N2CCCC2)n1 | i
COc1ccc(C(=O)Nc2ccc3c(c2)N(S(=O)(=O)c2ccc(C)cc2)CCC3)cc1 | i
OC(COc1ccc2c(c1)OCO2)CN1CCN(c2cccc(Cl)c2)CC1 (stereo not given) | i
COc1ccccc1OCC(=O)Nc1ccc2c(c1)N(C(=O)C(C)(C)C)CC2 | i
O=C(Cn1c2c(c(=O)n(C3CCCCC3)c1=O)CCC2)Nc1cccc(Cl)c1 | i
Cc1ccc(CNC(=O)C(=O)NCC(F)(F)F)cc1 | i
CCOc1ccc(S(=O)(=O)NCc2ccc3c(c2)OCO3)cc1OCC | i
Cc1cccc2sc(N(CCN3CCOCC3)C(=O)c3ccccc3S(C)(=O)=O)nc12 | i
NC(=O)c1c(NC(=S)NC(=O)c2ccco2)sc2c1CCCC2 | i
Cc1c(C(=O)Nc2ccc(-c3cn4ccccc4n3)cc2)cccc1[N+](=O)[O-] | i
CC(Oc1ccccc1)C(=O)N1CCC2(CC1)NC(=O)N(CCOc1ccccc1)C2=O (stereo not given) | i
CC(C)(C)C(=O)N1CCc2ccc(NC(=O)C3CC(=O)N(c4ccccc4)C3)cc21 (stereo not given) | i
Cn1cccc(C(=O)N2CCC(CNS(=O)(=O)c3ccccc3Cl)CC2)c1=O | i
CC(C)(C)n1ncc2c(=O)n(CCC(=O)Nc3ccc(OC(F)(F)F)cc3)cnc21 | i
CCn1ccnc1N1CCN(CC(=O)Nc2cc(C(F)(F)F)ccc2Cl)CC1 | i
COc1ccc(NC(=O)N2CCN(c3ccc(Nc4cc(C)ccn4)nn3)CC2)cc1 | i
COC(=O)C(C)Sc1ccc(NC(=O)c2ccc(C)cc2)nn1 (stereo not given) | i
CCOCC(=O)NCCS(=O)(=O)N1CCc2ccccc2C1 | i
COc1cccc(C(=O)N(Cc2ccncc2)c2nc3c(C)ccc(C)c3s2)c1OC | i
CC(Oc1ccc(F)cc1)C(=O)O (stereo not given) | i
CC(C)CCNC(=O)Cc1csc(Nc2ccc(F)cc2)n1 | i
Cc1ccc(C(=O)Nc2ccc3c(c2)CCCN3S(C)(=O)=O)cc1[N+](=O)[O-] | i
CCCNC(=O)c1c(N)n(CC(C)C)c2nc3ccccc3nc12 | i
COc1ccc(-c2csc(-c3nnn(-c4ccccc4)c3C)n2)cc1 | i
COc1ccc(C(C)(C)C)cc1S(=O)(=O)Nc1cccc(C(=O)O)c1 | i
Cc1ccc(-n2ccnc2N2CCN(C(=O)c3ccc4c(c3)OCO4)CC2)cc1 | i
CCCNC(=O)C(=O)Nc1c2c(nn1-c1ccc(OC)cc1)CS(=O)(=O)C2 | i
O=S(=O)(CCCOc1ccc2c(c1)OCO2)N1CCN(c2ccccc2)CC1 | i
COc1ccc(F)cc1S(=O)(=O)Nc1ccc(N2CCCCS2(=O)=O)cc1 | i
C=CCCC(=O)NCC(C)(O)COC (stereo not given) | i
CNC(=O)Cc1csc(Nc2cc(OC)ccc2OC)n1 | i
Cc1ccsc1C(O)CNC(=O)Cc1ccc(S(=O)(=O)C(C)C)cc1 (stereo not given) | i
CCN(CC)S(=O)(=O)c1ccc2c3c(cccc13)C(=O)N2C(=O)c1cccnc1 | i
Cc1nnc(CNC(=O)C(=O)NC(C)c2ccccc2)o1 (stereo not given) | i
COCCNC(=O)Cn1nc2c(c1NC(=O)Cc1ccc(F)cc1)CSC2 | i
COc1ccc(SCCC(=O)Nc2nc(-c3cc(OC)ccc3OC)cs2)cc1 | i
Cc1c(Cl)cccc1S(=O)(=O)NCC1CCN(c2ncccn2)CC1 | i
C=CCn1c(Sc2nc3ccccc3[nH]2)nc2c1c(=O)[nH]c(=O)n2C | i
COc1cn(CC(=O)NCc2ccco2)c(CSc2ccc(C)cc2)cc1=O | i
O=C(NCCOc1ccc(F)cc1)C(=O)Nc1ccc(Cl)cn1 | i
Cc1ccccc1NC(=O)CN1N=NC2C(=O)N(c3ccc(Br)cc3)C(=O)C21 (stereo not given) | i
Cc1nc(C)c(C(=O)Nc2ccccc2NC(=O)c2cccs2)s1 | i
Cc1csc(NC(=O)CSc2ccc(NC(=O)C(C)C)nn2)n1 | i
O=C(CCSc1ccccc1)NCC(O)(c1ccccc1)C(F)(F)F (stereo not given) | i
COCCN1CCC(CNC(=O)C(=O)NCc2ccccc2Cl)CC1 | i
COc1cccc(S(=O)(=O)NCC2CCN(C(=O)NC(C)(C)C)CC2)c1 | i

Next compounds
SMILES | GIRK2 act
O=C(CSc1nnnn1-c1ccccc1C(F)(F)F)NC1CCCCC1 | i
Cc1nc(C)n(C(C)CNS(=O)(=O)c2ccc(C)c(C)c2)n1 (stereo not given) | i
COc1ccc(CCNC(=O)N2CC(=O)Nc3ccccc32)cc1 | i
CC(C)CS(=O)(=O)NCC(O)c1ccc(C(F)(F)F)cc1 (stereo not given) | i
COc1ccc(OC)c(NC(=O)CCc2c(C)nn(-c3nc(C)cc(=O)[nH]3)c2C)c1 | i
O=C(/C=C/c1ccccc1)N1CCN(CCn2ccnc2)CC1 | i
O=C(NCCCS(=O)(=O)N1CCN(c2ccccc2)CC1)c1n[nH]c2ccccc12 | i
COc1ccc(CCC(=O)Nc2ccc(N3CCCC3=O)cc2)cc1 | i
CCOC(=O)C1CCN(CC(O)COc2cc(C)cc(C)c2C)CC1 (stereo not given) | i
COc1cccc(N2CC(NC(=O)C3CC3)CC2=O)c1 (stereo not given) | i
Cc1cnc2c(c1SCC(=O)Nc1ccc(C(N)=O)cc1)c(=O)n(C)c(=O)n2C | i
COc1ccc(-c2cn(CC(=O)NC3CCCCC3)nc2N2CCOCC2)cc1 | i
Cc1cc(NC(=O)CSc2nnc(Cc3c(C)[nH]c(=O)[nH]c3=O)o2)no1 | i
COCCNC(=O)C(=O)NCC(C)O (stereo not given) | i
O=C(Nc1ccc2c(c1)OCO2)C1(c2ccc(F)cc2)CC1 | i
Cc1c(-c2nnc(-c3ccccc3Cl)o2)nnn1-c1ccccc1 | i
COc1ccc(CCC(=O)NCC2CCN(C(C)C)CC2)cc1 | i
O=C(NCC(O)C1CCCCC1)C(=O)Nc1ccon1 (stereo not given) | i
CSCCC(C)(O)CNC(=O)C(=O)Nc1ccccc1 (stereo not given) | i
COc1ccc(CCNC(=O)CSC2=NS(=O)(=O)c3ccccc3N2)cc1OC | i
CCOc1ccccc1S(=O)(=O)NCC1CCN(C(=O)Nc2ccccc2OC)CC1 | i
CC(C)c1ccc(-n2nnc(C(=O)NC3CCCCC3)c2N)cc1 | i
Cc1cc(C(=O)NCC2CCN(S(C)(=O)=O)CC2)no1 | i
CN(C(=O)Cn1cc(-c2ccc(Cl)cc2)c(N2CCOCC2)n1)c1ccccc1 | i
COc1ccc(-c2c(C)oc3c4c(ccc3c2=O)OCN(CC(C)C)C4)cc1 | i
O=C(Cc1cc(-c2cc3ccccc3o2)on1)Nc1ccon1 | i
COc1ccc(-c2cc(CC(=O)N3CCCC(C)C3)no2)cc1OC (stereo not given) | i
O=C1CC(NC(=O)Cc2ccc(Cl)cc2)CN1 (stereo not given) | i
Cc1ccc(-c2cc3c(SCC(=O)NCc4ccco4)nccn3n2)cc1 | i
CC1(C)Cc2cccc(OCC(=O)N3CCC(c4ccsc4)CC3)c2O1 | i
O=C(Nc1nnc(Cc2cccs2)o1)c1cccc(N2C(=O)CCC2=O)c1 | i
O=C(NCc1ccccc1)N1CCN(c2ccc3nnc(-c4ccco4)n3n2)CC1 | i
Cc1[nH]c2ccccc2c1C(=O)CN1CCCCC1 | i
O=C(NCc1cccs1)N1CCN(C(=O)c2cnn3ccccc23)CC1 | i
COc1ccc(CC(=O)Nc2ccc3c(c2)N(C(=O)C2CCCC2)CC3)cc1OC | i
O=C(NCCOc1ccc2nnc(-c3ccccc3Cl)n2n1)c1cccs1 | i
COc1ccc(OC)c(S(=O)(=O)NCC(c2cccn2C)N2CCCC2)c1 (stereo not given) | i
Cn1c(-c2ccccc2)nn(CCNS(=O)(=O)c2ccc(Cl)s2)c1=O | i
CS(=O)(=O)N1CCN(CCNC(=O)CCS(=O)(=O)c2ccccc2)CC1 | i
N=c1sc(C=C2C=Nc3ccccc32)c(O)n1-c1nccs1 | i
Cn1nc(NC(=O)c2cnccn2)c2c1NC(=O)CC2c1ccco1 (stereo not given) | i
O=C(Nc1ccccc1)c1sccc1S(=O)(=O)N1CCN(c2ccccc2F)CC1 | i
Cc1ccc2c(=O)c(-c3nc(-c4ccccc4C)no3)cn(CC(=O)N3CCc4ccccc4C3)c2n1 | i
O=C(Nc1ccc2c(c1)OCCO2)c1ccc(=O)n(Cc2cccc(C(F)(F)F)c2)c1 | i
Cc1nc2nc(-c3ccc(C(C)C)cc3)cc(C(=O)O)c2[nH]1 | i
Cc1cc(NC(=O)CSc2nnc(N3CCN(C(=O)COc4ccccc4F)CC3)s2)no1 | i
COc1ccc(OC)c(-c2ccc(SCC(=O)Nc3ccc(NC(C)=O)cc3)nn2)c1 | i
COc1ccc(NC(=O)CSc2nc3c(c(=O)[nH]2)CCCC3)c(OC)c1 | i
COc1ccccc1CNC(=O)c1csc(Nc2ccccc2)n1 | i
CCOc1ccccc1S(=O)(=O)NCC1CCS(=O)(=O)C1 (stereo not given) | i
COc1ccc(-c2noc(CSc3nc4ccsc4c(=O)[nH]3)n2)cc1OC | i
O=C(NC1CCCCC1)N1CCN(Cc2nc(-c3ccccc3)cs2)CC1 | i
O=C(Nc1cccc(N2CCCCC2=O)c1)c1cccs1 | i
O=C(NCCn1ncc2c(N3CCOCC3)ncnc21)c1c(F)cccc1Cl | i
NC(=O)Cn1nnn(-c2ccc(NS(=O)(=O)c3ccc4c(c3)CCCC4)cc2)c1=O | i
O=C(NC(=S)NC1CCSC1=O)c1ccc([N+](=O)[O-])cc1 (stereo not given) | i
CCC(Sc1nc2cc(OC)c(OC)cc2c2nc(C)nn12)C(=O)Nc1cccc(C)c1 (stereo not given) | i
COc1cccc(NC(=O)C(=O)Nc2ccc3c(c2)N(S(=O)(=O)c2ccc(C)cc2)CCC3)c1 | i
COCCNC(=O)Cc1ccc(NC(=O)C(C)(C)C)cc1 | i
CCn1ccnc1N1CCN(C(=O)c2cccc(C(F)(F)F)c2)CC1 | i

A run of entries of the results above, for reference:
SMILES | GIRK2 act
O=C(Nc1ccc2c(c1)OCCO2)c1ccc(=O)n(Cc2cccc(C(F)(F)F)c2)c1 | i
Cc1nc2nc(-c3ccc(C(C)C)cc3)cc(C(=O)O)c2[nH]1 | i
Cc1cc(NC(=O)CSc2nnc(N3CCN(C(=O)COc4ccccc4F)CC3)s2)no1 | i
COc1ccc(OC)c(-c2ccc(SCC(=O)Nc3ccc(NC(C)=O)cc3)nn2)c1 | i
COc1ccc(NC(=O)CSc2nc3c(c(=O)[nH]2)CCCC3)c(OC)c1 | i
COc1ccccc1CNC(=O)c1csc(Nc2ccccc2)n1 | i
CCOc1ccccc1S(=O)(=O)NCC1CCS(=O)(=O)C1 (stereo not given) | i
COc1ccc(-c2noc(CSc3nc4ccsc4c(=O)[nH]3)n2)cc1OC | i
O=C(NC1CCCCC1)N1CCN(Cc2nc(-c3ccccc3)cs2)CC1 | i
O=C(Nc1cccc(N2CCCCC2=O)c1)c1cccs1 | i
O=C(NCCn1ncc2c(N3CCOCC3)ncnc21)c1c(F)cccc1Cl | i
NC(=O)Cn1nnn(-c2ccc(NS(=O)(=O)c3ccc4c(c3)CCCC4)cc2)c1=O | i
O=C(NC(=S)NC1CCSC1=O)c1ccc([N+](=O)[O-])cc1 (stereo not given) | i
CCC(Sc1nc2cc(OC)c(OC)cc2c2nc(C)nn12)C(=O)Nc1cccc(C)c1 (stereo not given) | i
COc1cccc(NC(=O)C(=O)Nc2ccc3c(c2)N(S(=O)(=O)c2ccc(C)cc2)CCC3)c1 | i
COCCNC(=O)Cc1ccc(NC(=O)C(C)(C)C)cc1 | i
CCn1ccnc1N1CCN(C(=O)c2cccc(C(F)(F)F)c2)CC1 | i

Continued:
SMILES | GIRK2 act
COc1ccccc1CNC(=O)CSc1ccc(NC(C)=O)nn1 | i
COc1ccc(Cl)cc1C(=O)N(CC1CCCO1)c1nc2c(F)cccc2s1 (stereo not given) | i
CNC(=S)NNc1nc(N2CCCC2)nc(N2CCCC2)n1 | i
O=S(=O)(Cc1cccc(F)c1)NCc1cccc(Oc2ccc(F)cc2)c1 | i
CS(=O)(=O)N1CCc2[nH]nc(C(=O)O)c2C1 | i
COc1cccc(CCNC(=O)Cc2csc(Nc3cccc(Cl)c3)n2)c1 | i
NC(=O)C1Cc2ccccc2N1C(=O)c1cc(=O)c2ccccc2o1 (stereo not given) | i
Cn1nc(NC(=O)Cc2ccccc2Cl)c2c1NC(=O)CC2c1cccs1 (stereo not given) | i
O=C(Cn1cc(-c2nnc(-c3ccco3)o2)c2ccccc21)N1CCCc2ccccc21 | i
CCSc1ccccc1C(=O)Nc1ccc2c(C)cc(=O)[nH]c2c1 | i
CNC(=O)Cc1csc(NC(=O)Cc2csc(Nc3ccccc3)n2)n1 | i
COc1ccc(C2(CNC(=O)C(=O)Nc3ccccc3F)CCCC2)cc1 | i
